Bioassay records (PubChem BioAssay)
beta cell repl – MIN6 beta-cell proliferation induction; MIN6 cells proliferation, ATPlite luminescence, 48 h; cells starved in 0.2% serum; 100% = growth in 10% serum; proliferation, % at 10 µM; 0.29% of 330,000 active; AID 2380;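 active means compounds whose signal lies at least 3.5 SD above the mean of all wells on their plate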;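 further: 0% = DMSO-treated cells in low-serum medium and 100% = 10% serum control; some compounds called inactive have numbers as strong as hits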
tim10-1 inh – inhibits growth of tim10-1 mutant yeast; S. cerevisiae tim10-1 ts strain growth, BacTiter-Glo, 24 h; inhibition, % at 20 µM; 2.2% of 330,000 active;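 active means inhibition of at least 40%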;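 further: mutant grown at 25 °C; 0% = DMSO wells with yeast and 100% = wells holding no yeast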
APJ antagonist – APJ receptor antagonism; CHO-K1 APJ beta-arrestin complementation, luminescence; inhibition, % at 20 µM; 0.32% of 330,000 active;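 active means inhibition above about 40% at 20 µM, limit read from the data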;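 further: cells challenged with 10 nM apelin-13 agonist together with compound; plate controls were apelin-13 plus DMSO wells for no effect and DMSO wells lacking apelin-13 for full effect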
Target sequence (P35414 whole entry, looked up): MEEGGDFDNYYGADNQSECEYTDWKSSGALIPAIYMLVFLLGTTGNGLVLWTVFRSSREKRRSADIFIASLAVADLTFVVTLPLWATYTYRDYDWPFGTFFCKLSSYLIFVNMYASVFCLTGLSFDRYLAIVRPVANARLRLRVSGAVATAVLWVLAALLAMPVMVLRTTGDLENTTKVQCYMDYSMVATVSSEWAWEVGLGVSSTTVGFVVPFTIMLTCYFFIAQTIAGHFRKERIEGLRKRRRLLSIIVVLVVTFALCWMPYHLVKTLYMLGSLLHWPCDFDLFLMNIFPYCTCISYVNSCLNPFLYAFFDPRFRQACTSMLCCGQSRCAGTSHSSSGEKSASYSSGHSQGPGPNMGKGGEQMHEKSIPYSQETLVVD
APJ agonist – activates the human apelin receptor APJ. CHO-K1 APJ PathHunter beta-arrestin, luminescence; 0% DMSO wells, 100% apelin. activation, % at 20 µM. 0.11% of 330,000 active. AID 2520;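 active means activation more than six SD over the plate average, tested at 20 µM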;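 further: 0% = DMSO alone and 100% = apelin-13 at 10 nM; some results filed as inactive read as strong as hits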
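Incubation: overnight seeding, 90 min compound at 25 °C, 1 h detection; test system: PathHunter CHO-K1 APJ (AGTRL-1) beta-arrestin reporter cells; amount: 1000 cells/well; doses: one dose, 20 µM compound, 1% DMSO; measured by: beta-gal luminescence; measure: agonist-driven arrestin binding to APJ; benchmarks: negative DMSO alone, positive Apelin-13 at 10 nM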
MPTP inh – permeability transition pore inhibition | isolated mouse mitochondria, Ca2+ swelling absorbance, 30 min | inhibition, % at 10 µM | 1.4% of 360,000 active | AID 602449;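 active means inhibition of 50% or more, scaled per plate between neutral and stimulator controls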;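 further: 0% = DMSO wells given calcium and 100% = 1 mM EGTA wells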
tim23-1 inh – growth inhibitors of tim23-1 mutant yeast; S. cerevisiae tim23-1 growth, BacTiter-Glo luminescence, 24 h; inhibition, % at 20 µM; 1.3% of 330,000 active;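 active means growth inhibition of the mutant yeast at or above 50%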;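 further: temperature-sensitive mutant grown at 25 °C; plate controls were DMSO-treated mutant yeast for no effect and medium wells lacking yeast for full effect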
NALP3 yeast inh – blocks the NALP3 inflammasome reconstituted in yeast; 0.39% of 330,000 active; Yeast reconstituted NLRP3/ASC/caspase-1, beta-gal luminescence, 24 h; inhibition, % at 10 µM;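 active means inhibition of 50% or more; inactive means inhibition below 50%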;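 further: plate controls were induced DMSO wells for no effect and uninduced yeast grown without galactose for full effect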
NR3A LBD binder – modulates the human NR3A ligand-binding domain; 2.5% of 340,000 active; AID 1259313; NR3A LBD differential scanning fluorimetry, Tm shift; 0% = protein alone, 100% = glycine-bound protein; Tm shift relative to glycine control, % at 25 µM;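 active means melting temperature shift of at least 10% of the positive control shift, at one fixed dose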
TIM10 inh – TIM10 yeast growth inhibition; S. cerevisiae TIM10 strain growth, BacTiter-Glo luminescence, 24 h; inhibition, % at 10 µM; 1.4% of 330,000 active; AID 463195;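 active means inhibition of 40% or more at the single tested concentration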;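 further: wild-type TIM10 isogenic control strain grown at permissive 25 °C; 0% = DMSO yeast wells and 100% = minimal medium wells without yeast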
Active calls of the source: *; / = not tested or not shown.

SMILES	beta cell repl	tim10-1 inh	APJ antagonist	APJ agonist	MPTP inh	tim23-1 inh	NALP3 yeast inh	NR3A LBD binder	TIM10 inh
CCn1c(SCC(=O)NCc2ccco2)nc2ccccc2c1=O	0	0	-8	0	-0.6	12	12	-1	0
COc1ccc(/C=C/C(=O)NCCCn2ccnc2)cc1	-3	-9	-3	-3	-0.9	-9	8	1	-8
COc1cc(NC(=O)c2ccccc2Cl)ccc1NC(=O)c1ccco1	-3	3	-1	-2	6.6	16	38	-1	7
CCn1c(SCC(=O)NCc2ccco2)nnc1C(C)C	-2	4	3	4	0.0	12	2	6	6
COc1ccc(NC(=O)CN(C)C(C)C(=O)N2CCCCC2)cc1 (centres undefined)	-2	-6	-12	-1	-0.5	15	3	-1	-11
CN1C(=O)OC(C)(CCc2ccccc2)C1(C)O (centres undefined)	5	8	-13	-2	-1.4	13	8	2	6
Cc1cc(C(=O)COC(=O)c2ccc(F)cc2)c(C)n1C	-5	-8	-16	-5	0.1	-12	14	0	-8
COc1ccc(NC(=O)c2cc(C)on2)cc1OC	-1	1	-20	-6	0.0	9	-1	2	-3
O=C(CC1SC(=O)NC1=O)Oc1ccc(/C=N/NC(=O)c2ccccc2O)cc1 (centres undefined)	2	5	-8	-1	1.1	4	0	0	-14
COC(=O)c1ccc(NC(=O)Cc2ccc(C)cc2)cc1	0	-3	17	-2	-0.9	14	1	1	-4
Cc1ccccc1NC(=O)COC(=O)C1C2CC3OC(=O)C1C3C2 (centres undefined)	2	-8	7	-3	1.5	2	14	1	-5
CCCCC(CC)COC(=O)c1ccc(N(C)C)cc1 (centres undefined)	-3	9	-7	-3	-0.8	12	9	3	9
Cc1cc(C)n(-c2ccc(S(=O)(=O)N3CCOCC3)cc2[N+](=O)[O-])n1	-1	4	-1	6	0.3	12	3	-2	-11
O=C(NC(=S)NC1CCN(Cc2ccccc2)CC1)c1ccc(F)cc1	-6	3	3	-1	0.5	35	29	-3	0
CC(C)(C)[C@H]1C=C(C(=O)N2CCOCC2)O[C@@H](OCCCCO)C1	-5	-7	-3	-4	0.3	-2	11	-1	1
O=C(Nc1ccccc1C(=O)N1CCN(c2cccc(Cl)c2)CC1)C1=CSCCO1	-1	33	8	2	1.4	29	16	-1	8
O=C(Nc1ccccc1)c1ccc2nsnc2c1	-2	16	-8	-2	-1.8	35	41	2	39
CCOc1ccc(S(=O)(=O)Nc2nc3ccccc3nc2Cl)cc1	4	31	13	-2	0.9	30	6	0	21
COC(=O)CCC(=O)Nc1ccc(Br)cc1	-1	-6	11	-5	-1.4	10	-4	-11	6
CCc1noc(C)c1C(=O)NNC(=O)c1ccccc1	-3	4	-17	-1	-0.4	8	14	1	-4
CCCOc1ccc(C(=O)c2ccccc2C(=O)O)cc1OCCC	-5	16	6	-3	-1.9	6	5	-1	-5
COc1nccnc1NS(=O)(=O)c1ccc(NCc2cc(Br)ccc2O)cc1	-1	10	3	0	-0.3	21	10	-2	-5
Cc1ccc(NC(=O)c2nc[nH]c2C(=O)Nc2ccc(C)cc2)cc1	-1	3	-19	-1	1.0	0	21	-14	-3
COc1ccc(CN(C)CC(=O)Nc2ccccc2C(=O)NC2CC2)cc1OC	1	-8	-1	-4	-1.8	10	12	2	3
Cc1ccc(NC(=O)CN(C)C(=O)c2cccc(S(=O)(=O)NCc3ccco3)c2)cc1	-1	1	14	0	0.1	-5	15	-2	2
O=C(NC1CCCCC1)Oc1cc2oc(=O)sc2cc1Br	-2	23	18	-1	7.8	19	7	5	27
NC(=O)c1ccsc1NC(=O)C1CCCCC1	1	10	13	-3	0.5	7	17	0	11
C=CC(C)(O)CCCC(C)CCCC(C)CCCC(C)C (centres undefined)	-7	-4	4	-2	0.1	1	6	2	-1
CCOc1ccc(NC(=O)CN(C)C(=O)c2ccncc2)cc1OCC	-3	5	10	-1	0.0	-3	-4	-2	6
Cc1ccc(Sc2nc(C)c([N+](=O)[O-])c(C)c2C#N)cc1	-2	-10	7	1	1.8	10	-17	0	-2

Ordered by value in MPTP inh (highest first): 3 from the list above
SMILES,MPTP inh
O=C(NC1CCCCC1)Oc1cc2oc(=O)sc2cc1Br,7.8
COC(=O)CCC(=O)Nc1ccc(Br)cc1,-1.4
CCCOc1ccc(C(=O)c2ccccc2C(=O)O)cc1OCCC,-1.9

The list continues.
SMILES	beta cell repl	tim10-1 inh	APJ antagonist	APJ agonist	MPTP inh	tim23-1 inh	NALP3 yeast inh	NR3A LBD binder	TIM10 inh
CCCCn1c(N)c(N(CC(C)C)C(=O)CSc2ccc([N+](=O)[O-])cc2)c(=O)[nH]c1=O	0	-1	-30	-1	0.4	-2	17	4	4
O=C(CSc1ncnc2ccccc12)NCC(=O)c1ccccc1	4	8	4	1	-2.0	0	7	0	0
Cc1ccc(NC(=O)c2cccc(NC(=O)CC3SC(N4CCCCC4)=NC3=O)c2)nc1 (centres undefined)	0	13	3	1	-1.2	10	7	1	4
CCCOc1ccccc1OCC(=O)N1CCN(S(=O)(=O)c2ccc(Cl)cc2)CC1	1	31	12	-3	-0.8	36	12	-1	10
CCOC(=O)c1ccc(NC(=O)c2cn(CCC#N)nc2-c2ccc3c(c2)OCCO3)cc1	-1	17	7	-1	0.7	35	-3	2	16
Cc1ccc(CS(=O)(=O)CCC(=O)NCCCN2CCCC2)cc1	-2	-22	13	2	0.9	3	-3	-2	-5
Cc1ccc2occ(/C=N/NC(=O)[C@@H](N)Cc3ccccc3)c(=O)c2c1	2	3	16	-1	0.7	42	17	1	20
O=C(Cn1nc(C(F)(F)F)c2c1CCCC2)NC1CCCC1	0	17	-15	-4	3.6	21	11	-2	7
COC(=O)c1cccc(NC(=O)CN2CCC(NC(=O)c3cc(OC)c(OC)c(OC)c3)CC2)c1	-3	-9	-2	0	-0.9	0	-3	0	7
CCCCCCn1c(CN2CCN(CCO)CC2)nc2c1c(=O)n(C)c(=O)n2C	4	-8	10	4	-0.3	0	-7	-1	-5
Cc1ccccc1NC(=S)N1CCCCCC1	-4	22	10	2	-1.8	-6	-1	0	-3
O=C(NCc1cccnc1)c1ccc(Cl)cc1[N+](=O)[O-]	-3	19	-3	8	-0.5	30	23	-2	12
COc1ccc(/C(C)=N/N=C(N)N)c(O)c1	6	-13	3	2	-0.9	-19	-7	-2	17
CC(C)C(C)NC(=O)COn1nnc2ccc(S(=O)(=O)N3CCOCC3)cc21 (centres undefined)	0	-2	2	-3	2.6	-7	10	-1	3
CCN(c1ccccc1)S(=O)(=O)c1cccc(C(=O)NCc2ccncc2)c1	-1	-2	19	1	3.0	10	7	-2	-13
COc1cccc(NC(=O)c2ccc(S(=O)(=O)NCc3cccnc3)cc2)c1	-2	-19	9	2	0.0	3	18	0	4
COc1ccc(CC(C)Nc2cccc(SC)c2)cc1 (centres undefined)	-2	11	-9	-1	1.0	23	17	-1	9
O=C(COc1coc(CN2CCN(c3ccccc3)CC2)cc1=O)NC1CCCCC1	2	0	10	-4	-0.4	4	18	0	8
Cc1cc(C)c2c(c1)cc(C)c1nnc(SCC(=O)Nc3ccc(S(=O)(=O)N4CCCCC4)cc3)n12	0	27	-15	-3	1.7	23	10	0	26
O=C(Cc1cccs1)N[C@@H]1c2ccccc2CC[C@@H]1OCc1ccccc1	/	11	/	/	-1.5	31	/	2	1
CSc1ccc(CCCCCCOC(=O)C(C)(C)C)cc1	-5	-12	11	-4	-0.1	-3	11	-1	-3
O=C(Nc1cccc(Cl)c1)Nc1nccs1	-1	-17	-5	-2	72*	-25	-10	31*	17
COc1ccc2c(c1)OC[C@H]1[C@H]2N2C(=O)c3cc(Br)ccc3NC(=O)[C@@]2(C)[C@H]1c1ccccc1	-8	36	-17	5	1.2	47	12	-2	8
Brc1cccc(CN2CCCCCC2)c1	-4	7	20	0	-0.9	13	-2	4	0
C=CCN1CC(c2nc3ccccc3n2Cc2ccccc2)CC1=O (centres undefined)	0	21	2	-2	2.0	17	5	1	11
CNCCc1ccccn1	-2	-8	20	1	-0.1	-4	10	-1	6
CCC(C)c1ccccc1N1CC(C(=O)Nc2ccc(S(=O)(=O)N3CCOCC3)cc2)CC1=O (centres undefined)	2	5	-9	1	-0.9	-9	9	-2	11
O=C(NCc1ccc(F)cc1)C1CCN(S(=O)(=O)c2ccc3c(c2)OCCCO3)CC1	-2	-1	7	-3	5.8	15	0	6	10
COC(=O)c1sccc1NC(=O)CC1C(=O)NCCN1C(=O)c1c(F)cccc1Cl (centres undefined)	-2	-3	-4	0	1.5	16	6	0	-13
CCOc1cc(/C=N/NC(=O)CSc2nncn2C)ccc1OC(=O)c1ccc(Cl)cc1	0	15	3	2	-0.4	21	-2	-9	11
O=C(Cn1cccc1C(=O)c1ccccc1)NCc1cccs1	-1	9	2	-6	-1.7	5	22	-1	10
S=C(NCc1cccnc1)c1ccccc1	-5	11	-4	-3	0.0	3	4	1	4
CC1CN(S(=O)(=O)c2cccc(C(=O)NCc3ccccn3)c2)CC(C)O1 (centres undefined)	-1	10	1	-1	-3.1	-3	12	0	1
CCOC(=O)c1nnn(-c2nonc2N)c1CN(CC)c1ccccc1	-1	11	17	-2	2.0	10	12	5	-20
CCOC(=O)C1(CC)NC(c2ccco2)C2C(=O)N(CC)C(=O)C21 (centres undefined)	-3	4	13	-4	0.1	3	1	5	1
